Tau fluor cs – Counterscreen qHTS for Inhibitors of Tau Fibril Formation, Fluorescence Polarization. tau K18 P301L Alexa594 fluorescence, heparin fibrillization. Potency, µM (titrated, usually from 57.7 µM), inactives show top-dose activity change, negative = decrease. actives 0.93% (n = 280,000). AID 1463, 2008; further: potency means the concentration at half of the fitted maximal effect; on the % scale 0 is the no-effect control and ±100 the full control effect; nearly all actives have a fitted effect of over 55% in size
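Human tau K18 P301L (15 uM unlabeled, 0.24 uM Alexa 594-labeled) in 100 mM sodium acetate pH 7 with 20 uM heparin, 6 hr at 37 C. ThT 30 uM added, 1 hr ambient; Alexa 594 FP and total fluorescence read at 555/632 nm.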
aGal spleen mod – qHTS Assay for Inhibitors and Activators of Human alpha-Galactosidase From Spleen Homogenate; AID 2107, 2009; human spleen homogenate, 4MU-alpha-Gal fluorescence, 40 min; actives 0.008% (n = 240,000); Potency, µM (doses to about 80 µM), inactives show at the top dose activity change, negative = inhibition, most hits filed as inhibitors; Alpha-galactosidase A (Homo sapiens), P06280;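 further: potency means the concentration at half of the fitted maximal effect; 0% = enzyme with vehicle and -100% = no enzyme basal signal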
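Fluorogenic readout (Ex 365/Em 440 nm) of 4-methylumbelliferone released from 1 mM 4-MU-alpha-galactoside by spleen homogenate, 40 min at 37C, pH 5.0. Data normalized to no-enzyme and enzyme controls; Hill-equation AC50 from compound titrations.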
Tau FP inhib – qHTS for Inhibitors of Tau Fibril Formation, Fluorescence Polarization. Microtubule-associated protein tau (Homo sapiens), P10636. K18 P301L tau heparin fibrillization, Alexa594 FP, 6 h. Potency, µM (highest dose often 57.7 µM), inactives show at the highest dose activity, negative = inhibition, usual class: inhibitors. actives 0.39% (n = 280,000). AID 1468, 2008; further: potency means the concentration at half of the fitted maximal effect; on the % scale 0 is the no-effect control and ±100 the full control effect; nearly all actives have a fitted effect of over 55% in size
Target sequence (P10636 561-689 P618L limits assumed): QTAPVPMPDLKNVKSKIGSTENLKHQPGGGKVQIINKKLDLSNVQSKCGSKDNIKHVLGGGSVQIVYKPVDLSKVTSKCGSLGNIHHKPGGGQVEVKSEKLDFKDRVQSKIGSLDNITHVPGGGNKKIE
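Read-out: fluorescence polarization of Alexa 594-labeled tau (0.24 uM), 555 nm excitation, 632 nm emission. Mixtures held 15 uM unlabeled K18 P301L, compound and 20 uM heparin, pH 7 acetate buffer, incubated 6 hr at 37 C.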
TR SRC2 fluor cs – Total Fluorescence Counterscreen for Inhibitors of the Interaction of Thyroid Hormone Receptor and Steroid Receptor Coregulator 2 | TRb/SRC2 Texas Red total fluorescence interference | Potency, µM (doses to about 106 µM), for the others: at the highest dose fluorescence change, negative = quenching | actives 0.29% (n = 280,000) | AID 1479, 2009; active means well fitted curve in either direction with a large enough effect; inconclusive means small, poorly fitted or top-dose-only effect; further: potency means the concentration at half of the fitted maximal effect; on the % scale 0 is the no-effect control and ±100 the full control effect
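Flags fluorescent or light-absorbing compounds by total fluorescence, S + 2P, at 555 nm excitation and 632 nm emission. Mixture: 20 nM Texas Red SRC2 peptide, 0.6 uM human TRb LBD, 1 uM T3, 5% DMSO; compound exposure 5 h at ambient temperature.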
TRb-SRC2 inh – qHTS for Inhibitors of the Interaction of Thyroid Hormone Receptor and Steroid Receptor Coregulator 2; Thyroid hormone receptor beta (Homo sapiens), P10828; TRbeta-SRC2 peptide binding, fluorescence polarization; receptor liganded with 1 µM T3; Potency, µM (highest dose often 106 µM), inactives show top-dose activity change, negative = inhibition, most hits filed as inhibitors; actives 0.065% (n = 280,000); AID 1469, 2008;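 further: potency means the concentration at half of the fitted maximal effect; plate controls were bound peptide for no effect and peptide without receptor for full effect; nearly all actives have a fitted effect of over 50% in size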
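TRb LBD 0.6 uM + Texas Red SRC2 peptide 20 nM, 1 uM T3, Tris buffer w/ 5% DMSO; compound pinned, 5 h RT; FP read ex 555/em 632; normalized to unbound and bound controls.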
NPSR antag – qHTS Assay for Antagonists of the Neuropeptide S Receptor: cAMP Signal Transduction; CHO-NPSR cells, cAMP TR-FRET, antagonist mode; Q6W5P4; AID 1461, 2008; Potency, µM (highest dose often 38.3 µM), without a hit: at the highest dose activity change, negative = inhibition, most hits filed as inhibitors; actives 1% (n = 220,000); further: potency means the concentration at half of the fitted maximal effect; on the % scale 0 is the no-effect control and ±100 the full control effect; nearly all actives have a fitted effect of over 50% in size; many of its hits are not listed in these tables
Epigenetic reg – Quantitative High-Throughput Screen for Regulators of Epigenetic Control; murine LDR cells, GFP reporter derepression, 30 h; Potency, µM (top dose mostly 53.9 µM), inactives show at the top dose GFP activation, usual class: activators; actives 0.2% (n = 280,000); AID 1865, 2009; further: potency means the concentration at half of the fitted maximal effect; % of control where 0% means no effect; nearly all actives have a fitted effect of over 60% in size
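Murine LDR cells carrying a silenced, genomically integrated CMV-driven GFP reporter were exposed to compound for 30 hours at 37 C. After PBS washes, GFP-positive cells (20–120 um objects) were counted by laser-scanning microplate cytometry.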
CBFb-RUNX1 inh – qHTS Assay for Compounds Blocking the Interaction Between CBF-beta and RUNX1 for the Treatment of Acute Myeloid Leukemia | Runt-related transcription factor 1 (Homo sapiens) + Core-binding factor subunit beta … | 230,000 tested, under 10 active | AlphaScreen CBFb-His/RUNX1-biotin binding, biochemical | Potency, µM (doses to about 59.8 µM), for the others: at the highest dose activity, negative = inhibition, actives largely listed as inhibitors; further: % of control where 0% means no effect
Target sequence (Q01196 whole entry, looked up): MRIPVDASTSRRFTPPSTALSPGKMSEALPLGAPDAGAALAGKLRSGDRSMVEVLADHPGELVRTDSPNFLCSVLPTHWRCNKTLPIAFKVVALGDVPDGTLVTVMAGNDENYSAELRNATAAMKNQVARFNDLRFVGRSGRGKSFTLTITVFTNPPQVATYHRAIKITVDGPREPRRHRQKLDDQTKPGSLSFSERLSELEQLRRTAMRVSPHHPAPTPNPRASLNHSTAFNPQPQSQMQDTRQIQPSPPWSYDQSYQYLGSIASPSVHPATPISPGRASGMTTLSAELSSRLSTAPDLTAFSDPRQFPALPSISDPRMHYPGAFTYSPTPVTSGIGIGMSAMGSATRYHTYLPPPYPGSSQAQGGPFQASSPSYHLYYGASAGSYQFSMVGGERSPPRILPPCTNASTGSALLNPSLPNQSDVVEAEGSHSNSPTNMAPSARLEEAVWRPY
Target sequence (Q13951 whole entry, looked up): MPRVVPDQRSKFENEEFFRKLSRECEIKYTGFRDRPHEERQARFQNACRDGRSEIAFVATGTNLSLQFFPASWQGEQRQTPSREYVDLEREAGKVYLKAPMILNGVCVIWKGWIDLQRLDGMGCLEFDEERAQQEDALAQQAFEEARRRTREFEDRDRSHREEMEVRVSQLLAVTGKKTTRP
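His-tagged CBF-beta and biotinylated RUNX1 (30 nM each) were premixed 20 min at room temperature, exposed to compound for 15 min, then given nickel-chelate and streptavidin AlphaScreen beads (50 ng each). After 90 min, AlphaScreen signal was read.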
Active calls of the source: *; u = inconclusive; x = not tested or not shown; [ ] = another dose, or the depositor's remark. Unless noted, the call rests on the fitted dose curve; in most records, active means well fitted curve in the direction sought with a large enough effect; inconclusive means small, poorly fitted or top-dose-only effect, or another doubt; inactive means no such curve, though single readings can be large; an effect the other way counts as inactive or inconclusive. The list is partial; count on the stated rates, not on these rows.

SMILES	Tau fluor cs	aGal spleen mod	Tau FP inhib	TR SRC2 fluor cs	TRb-SRC2 inh	NPSR antag	Epigenetic reg	CBFb-RUNX1 inh
CCC(C(=O)Nc1ccc(F)cc1F)n1nc(-c2ccccc2)c2c(c1=O)CCCC2 (stereo not given)	-7.0%	x	-0.4%	-1.6%	-4.1%	x	-3.1%	x
C/C(=N\OCc1ccc(C#N)cc1)c1cc2ccccc2o1	-14.4%	-5.7%	7.7%	-2.2%	-1.7%	-7.0%	-2.2%	u
Cc1cccc2cn[nH]c12	-4.6%	-0.1%	-5.1%	-1.5%	-1.0%	22.3%	1.1%	-1.6%
O=C(O)CN=C1NC2(CCCC2)Cc2ccccc21	-1.7%	-6.0%	-1.4%	-6.6%	-7.6%	2.5%[46.1 µM]	4.0%	-0.3%
CC1CCCN(CCSc2ccc(Cl)cc2)C1 (stereo not given)	0.9%	-16.2%	6.6%	-3.2%	-6.2%	12.7%	1.1%	2.5%
CC1CCCC(NS(=O)(=O)c2ccc3c(c2)OCCO3)C1C (stereo not given)	-0.2%	-0.4%	1.6%	-0.3%	-20.7%	-10.5%[7.67 µM]	5.2%	5.2%
COCCCNC(=S)NNC(=O)c1ccc2c(c1)OCO2	7.5%	9.5%	4.2%	0.7%	1.9%	-2.4%[46.1 µM]	0.8%	3.2%
O=C(Cn1cnc2c(nnn2-c2ccc(F)cc2)c1=O)NCC1CCCO1 (stereo not given)	-8.0%	4.9%	-4.5%	-1.0%	-10.8%	7.9%	-1.0%	-4.1%
Cc1ccc(NC(=O)CCC(=O)OCCCC(F)(F)C(F)(F)F)cc1	-13.3%	-3.1%	-1.8%	-0.4%	-6.2%	-16.1%[46.1 µM]	-0.1%	7.6%
CCC(=O)Nc1nc(-c2ccccc2)nc(SC)c1C(C)=O	-5.6%	1.3%	-2.7%	0.9%	-1.2%	13.0%	1.9%	-4.2%
Fc1ccc(NC(=S)NCc2ccc3c(c2)OCO3)cc1	-8.1%	-5.4%	0.3%	-3.6%	-0.7%	-1.6%	1.1%	3.9%
OCCNC(=S)NCCc1ccccc1	5.7%	8.8%	-1.0%	0.9%	-2.4%	16.1%	-0.9%	10.0%
COC(=O)c1ccc(CN(c2ccccc2OC)S(=O)(=O)c2cccs2)o1	-16.7%	1.6%	-7.2%	-2.1%	-19.7%	-6.0%[46.1 µM]	0.0%	6.6%
COc1ccc([C@H]2[C@H]3C=CC[C@@H](C)[C@@H]3C(=O)N2Cc2ccccc2)cc1Cl	-20.1%	-6.6%	10.3%	-2.6%	8.3%	u	1.2%	12.3%
CCOc1ccccc1NC(=O)N(Cc1ccc(F)cc1)C1CCN(CC)CC1	-0.9%	x	9.3%	6.7%	-0.6%	x	0.0%	x
CN(C)/C=N/c1c(C#N)cnn1-c1nc2ccccc2s1	-0.3%	6.8%	-11.4%	-1.3%	-9.9%	-1.8%[46.1 µM]	-1.8%	0.9%
CC1(C)CC(=O)C2=C(C1)Nc1ncnn1C2c1cccs1 (stereo not given)	2.8%	u	-1.9%	-2.5%	-1.5%	5.0%	-0.1%	-4.3%
Cc1ccc([N+](=O)[O-])cc1S(=O)(=O)Nc1ccccn1	6.7%	-4.0%	2.8%	-2.5%	2.3%	2.7%	0.8%	4.5%
CCOC(=O)Nc1c(O)ccc2oc(C)c(-c3ccccc3)c12	-12.6%	-1.5%	4.4%	-2.8%	-8.4%	19.9%[46.1 µM]	0.0%	4.7%
Cc1cc(C)c2c(=O)[nH]c(=O)n(Cc3ccccc3)c2n1	-10.0%	-0.4%	-4.7%	-1.8%	5.1%	-1.8%[46.1 µM]	u	-1.3%
COc1ccc(-c2cc3c(=O)n(CC(=O)NC4CCN(Cc5ccccc5)CC4)ncn3n2)cc1	3.6%	0.0%	1.7%	1.8%	-2.3%	-8.9%[46.1 µM]	2.7%	7.7%
CCOc1ccc(NC(=O)CSc2oc(-c3ccco3)nc2S(=O)(=O)c2ccc(C)cc2)cc1	u	x	u	-0.4%	-4.9%	x	8.7%	x
COCCCN=C1NN=C(c2cc(C)n(-c3ccccc3F)c2C)CS1	-14.0%	-12.8%	-5.6%	-8.7%	-10.1%	-15.1%	0.9%	-20.1%
CS(=O)(=O)NN1C(=O)c2ccccc2NC1c1cccs1 (stereo not given)	-17.0%	1.9%	-2.0%	-1.6%	4.3%	11.8%	-0.3%	-1.7%
COc1cc(C)cc2oc(=O)c(CC(=O)NCCc3ccc(Cl)cc3)c(C)c12	-16.9%	x	-7.2%	10.1%	3.7%	x	1.9%	x
CC1=NN(c2ccccc2)C(=O)/C1=C\c1cn(-c2ccccc2)nc1C	u	-7.0%	-11.3%	-4.9%	-29.5%	-16.5%	4.3%	-0.9%
CS(=O)(=O)N(CC(=O)N1CCN(C(c2ccccc2)c2ccccc2)CC1)C1CCCCC1	-10.8%	-15.0%	-10.2%	-1.0%	0.6%	u	0.0%	-8.3%
Cc1ccc(NC(=O)c2oc3ccccc3c2NC(=O)c2ccc3c(c2)OCO3)cc1	-24.4%	2.3%	u	-0.3%	-16.2%	-27.8%[46.1 µM]	-2.2%	-5.0%
CCOc1cc(CNC(=O)NC2COc3ccccc3C2)cc(OCC)c1OCC (stereo not given)	-12.1%	x	0.0%	-2.3%	2.5%	x	-2.8%	x
CC1Cc2ccccc2N1C(=O)CCS(=O)(=O)c1cccc2nonc12 (stereo not given)	-4.3%	-0.3%	6.0%	-2.9%	-13.4%	-13.4%[46.1 µM]	0.0%	-0.9%
Cc1ccc(-n2c(=O)[nH]cc(C(=O)Nc3ccc4c(c3)OCO4)c2=O)cc1C	-6.8%	13.9%	-13.3%	-3.9%	-0.3%	-22.5%[46.1 µM]	0.0%	11.1%
CC(C)CC(=O)NC(Nc1ccccc1F)C(Cl)(Cl)Cl (stereo not given)	-13.2%	-2.4%	-10.5%	-1.6%	4.9%	-24.2%[46.1 µM]	-0.2%	6.9%
CSCCC1NC(=O)N(CC(=O)Nc2cccc3ccccc23)C1=O (stereo not given)	-8.0%	2.3%	-1.0%	-3.3%	10.4%	-17.4%[46.1 µM]	-3.5%	-0.6%
O=C(NCc1ccco1)C1CC(c2ccccc2O)=NO1 (stereo not given)	-9.1%	5.5%	0.0%	-2.0%	-0.3%	-2.8%	-2.1%	-4.8%
O=C(O)CCn1c(SCc2cc(=O)n3ccccc3n2)nc2ccsc2c1=O	0.5%	7.9%	-5.2%	-3.8%	-2.3%	38.7%	2.3%	26.3%
Cn1ccnc1Sc1ccccc1[N+](=O)[O-]	-8.2%	2.0%	-12.5%	-5.3%	-5.8%	17.1%	-0.2%	-7.0%
O=C(COc1ccccc1)N(Cc1cc2ccccc2[nH]c1=O)CC1CCCO1 (stereo not given)	5.1%	0.0%	3.2%	2.2%	9.9%	u	0.0%	0.5%
C=CCNC(=O)c1sc(=S)n(-c2ccc(C(=O)OCC)cc2)c1N	-13.6%	-3.9%	-9.1%	-0.8%	-4.6%	-6.5%[46.1 µM]	-2.1%	-7.5%
O=C(COc1ncnc2cc([N+](=O)[O-])ccc12)NCc1ccc2c(c1)OCO2	-27.8%	7.2%	11.3%	-0.3%	3.2%	1.4%[46.1 µM]	2.1%	-7.8%
OCCCc1nc2ccccc2n1CCc1ccccc1	-1.7%	-3.8%	-4.2%	1.8%	-2.5%	-2.9%[46.1 µM]	-2.0%	9.6%
CCc1cc2c(=O)c(-c3nc4ccccc4n3C)c(C)oc2c(CN2CCN(C)CC2)c1O	1.1%	10.4%	0.4%	0.4%	-9.5%	-12.1%[46.1 µM]	0.0%	-0.6%
Cc1ccccc1-n1ncc2c(SCC(=O)NCc3cccs3)ncnc21	-2.6%	1.2%	6.5%	2.5%	u	-0.5%[46.1 µM]	0.0%	1.9%
CCOC(=O)c1[nH]cnc1C(=O)NCc1ccccc1	-2.6%	-17.3%	6.7%	0.0%	-8.3%	-16.2%	-0.8%	-2.9%
CCc1nnc(NS(=O)(=O)c2ccc(NC(=O)/C=C/c3ccc(F)cc3)cc2)s1	-12.5%	8.0%	-0.9%	-2.3%	11.3%	-8.4%	-1.1%	3.8%
CN(NC(=O)c1ccccc1F)c1ccc([N+](=O)[O-])cn1	3.7%	4.9%	-1.5%	-0.6%	3.4%	1.3%	-2.3%	11.3%
O=C(NCC1CCCO1)/C(=C/c1cn(-c2ccccc2)nc1-c1cccnc1)NC(=O)c1ccccc1 (stereo not given)	-8.0%	-9.9%	0.7%	1.6%	-3.5%	-33.8%	2.5%	2.7%

Of the compounds above, these have a COOH group:
SMILES	Tau fluor cs	aGal spleen mod	Tau FP inhib	TR SRC2 fluor cs	TRb-SRC2 inh	NPSR antag	Epigenetic reg	CBFb-RUNX1 inh
O=C(O)CN=C1NC2(CCCC2)Cc2ccccc21	-1.7%	-6.0%	-1.4%	-6.6%	-7.6%	2.5%[46.1 µM]	4.0%	-0.3%
O=C(O)CCn1c(SCc2cc(=O)n3ccccc3n2)nc2ccsc2c1=O	0.5%	7.9%	-5.2%	-3.8%	-2.3%	38.7%	2.3%	26.3%
